Compound activity (PubChem BioAssay)
Abeta rescue: restores growth of yeast expressing A-beta42 peptide | 0.063% of 410,000 active | AID 1347071 | yeast expressing A-beta42, growth rescue, OD600, 48 h; response scale: 0% DMSO, 100% iron-clioquinol control | Potency, µM (doses to about 46.1 µM), for inactives: at the highest dose growth rescue, hits mostly activators; also: potency is read from the fitted curve at half-maximal effect; nearly all actives have a fitted effect of over 55% in size
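Yeast A-beta toxicity model in growth medium with pinned compounds, 48 h at 30 C; growth read as absorbance at 600 nm. Normalized to FeCl3/clioquinol equimolar mix (positive) and DMSO (negative).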
Akt phos inh: blocks phosphorylation of Akt | Neuro2A IGF-stimulated pAkt S473 HTRF, 20 min; stronger effect = lower value | activity change, % for hits at 50 µM | 0.32% of 360,000 active | AID 651550; in the data active = activity change below about -80%; inconclusive = mostly about -51% to -80%; also: % is scaled to controls: 0 for no effect and ±100 for the full control effect
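Neuro2A cells in DMEM with 0.5% FBS, overnight at 37 deg C, given compound at single 50 µM final, then IGF (6 nM final) for 20 min at 37 deg C. Lysed; phospho-Akt Ser473 by HTRF after 24 h, 665/615 ratio.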
GLP1R inv ag: acts as inverse agonist at human GLP-1 receptor; HEK293 GLP-1R CRE-luciferase, luminescence, 24 h; GLP-1R form is constitutively active; Potency, µM (series often up to 38.3 µM), without a hit: top-dose activity change, negative = inhibition, usual class: inhibitors; 1.6% of 410,000 active; also: potency is read from the fitted curve at half-maximal effect; % is scaled to controls: 0 for no effect and ±100 for the full control effect; nearly all actives have a fitted effect of over 55% in size
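Cells are plated, allowed 12 hours at 37 deg C, then treated with compounds for 24 hr before luciferase detection reagent is added and luminescence is read after 12 min at room temperature. The HEK293 line carries constitutively active GLP-1R with a cAMP-responsive reporter.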
TDP-43 yeast inh: TDP-43 toxicity inhibition in yeast; TDP-43 expressing yeast growth rescue, BacTiter-Glo, 24 h; Potency, µM (top dose mostly 46.1 µM), for the others: at the highest dose growth rescue (activation), hits mostly activators; 1.8% of 410,000 active; AID 652104; also: potency is read from the fitted curve at half-maximal effect; % of control where 0% means no effect; nearly all actives have a fitted effect of over 50% in size
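Galactose-induced TDP-43 yeast, OD600=0.02, compound pinned; 24 hr, 30 deg C; BacTiter-Glo luminescence for growth. Inhibitors of TDP-43 toxicity read as activators.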
GLP1R ag: agonists of human GLP-1 receptor; P43220; HEK293 GLP-1R CRE-luciferase, luminescence, 4-6 h; cells express a hypersensitive GLP-1R form; Potency, µM (doses to about 45.6 µM), without a hit: top-dose activation, actives largely listed as activators; 0.007% of 380,000 active; AID 624172; also: potency is read from the fitted curve at half-maximal effect; % of control where 0% means no effect
PTHR1 ag: agonists of human PTHR1 parathyroid hormone receptor; Q03431; HEK293 GP2 PTHR1 cells, GloSensor cAMP luminescence, 1 h; Potency, µM (doses to about 115 µM), for inactives: at the highest dose activation, hits mostly activators; 0.075% of 410,000 active; also: potency is read from the fitted curve at half-maximal effect; nearly all actives have a fitted effect of over 55% in size; some results filed as inactive show a strong effect at the top dose; inactives centre near -15; many of its hits are not listed in these tables
Target sequence (Q03431 whole entry, looked up): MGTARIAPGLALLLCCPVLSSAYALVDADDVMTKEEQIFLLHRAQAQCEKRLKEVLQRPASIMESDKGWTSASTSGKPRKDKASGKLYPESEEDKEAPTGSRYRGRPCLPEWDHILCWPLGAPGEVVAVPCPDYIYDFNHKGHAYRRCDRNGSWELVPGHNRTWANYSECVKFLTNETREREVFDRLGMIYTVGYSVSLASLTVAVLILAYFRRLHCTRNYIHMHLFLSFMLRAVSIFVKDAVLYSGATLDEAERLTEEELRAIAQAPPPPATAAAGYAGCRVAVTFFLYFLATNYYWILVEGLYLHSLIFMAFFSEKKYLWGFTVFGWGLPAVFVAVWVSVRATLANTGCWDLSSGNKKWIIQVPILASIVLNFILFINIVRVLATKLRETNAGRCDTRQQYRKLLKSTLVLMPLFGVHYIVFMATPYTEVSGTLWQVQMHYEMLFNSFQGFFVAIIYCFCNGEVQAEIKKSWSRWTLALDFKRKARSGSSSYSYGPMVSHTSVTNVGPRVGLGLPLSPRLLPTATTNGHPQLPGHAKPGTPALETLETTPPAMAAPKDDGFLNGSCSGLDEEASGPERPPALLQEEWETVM
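HEK-293-derived GP2 cells expressing PTHR1 and a GloSensor cAMP reporter, 3,000/well, plated overnight, given luciferin plus IBMX (each 0.5 mM as added) for 1 h at 37 °C, then compound for 1 h at 37 °C. Luminescence was read after 15 min at room temperature.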
aSyn yeast inh: alpha-synuclein toxicity inhibition in yeast; Potency, µM (titrated, usually from 46.1 µM), without a hit: at the top dose growth rescue (activation), most hits filed as activators; Yeast expressing alpha-synuclein, growth rescue, BacTiter-Glo, 24 h; 0.14% of 370,000 active; also: potency is read from the fitted curve at half-maximal effect; % of control where 0% means no effect; nearly all actives have a fitted effect of over 65% in size
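Readout is rescue of growth in alpha-synuclein-expressing yeast, so inhibitors of toxicity appear as activators. Growth after 24 hr at 30 deg C in galactose medium is quantified by luminescence.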
DRD3 antagonist: antagonists of human D3 dopamine receptor; P35462; D3R cells, DiscoveRx beta-arrestin luminescence, antagonist mode; stronger effect = lower value; max response, negative = inhibition, %; 2.5% of 360,000 active; AID 652054; in the data active = max response below about -50%; inconclusive = no clear call, values can overlap the other calls; also: % is scaled to controls: 0 for no effect and ±100 for the full control effect; mostly tested at two doses, the higher about 12 µM
Target sequence (P35462 whole entry, looked up): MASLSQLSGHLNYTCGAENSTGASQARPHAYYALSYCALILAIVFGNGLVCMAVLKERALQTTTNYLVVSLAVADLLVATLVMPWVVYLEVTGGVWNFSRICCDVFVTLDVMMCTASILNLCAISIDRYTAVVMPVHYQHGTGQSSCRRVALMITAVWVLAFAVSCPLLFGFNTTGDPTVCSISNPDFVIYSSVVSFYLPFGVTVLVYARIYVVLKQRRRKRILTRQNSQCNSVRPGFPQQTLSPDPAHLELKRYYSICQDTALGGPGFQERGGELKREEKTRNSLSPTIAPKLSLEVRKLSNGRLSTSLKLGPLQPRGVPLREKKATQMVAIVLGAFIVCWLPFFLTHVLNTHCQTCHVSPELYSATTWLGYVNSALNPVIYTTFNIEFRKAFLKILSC
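Cells plated overnight at 1500 cells/well, then exposed to library compounds with dopamine controls for 90 minutes at 37 degrees C. DiscoveRx reagent added for 30–60 minutes at room temperature; luminescence read, quantitative HTS format.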
FUS suppressor: suppressors of FUS proteinopathy in yeast; S. cerevisiae FUS-expressing, growth rescue, OD600, 24 h; Potency, µM (highest dose often 76.6 µM), for inactives: at the highest dose growth rescue (activation), hits mostly activators; 0.24% of 390,000 active; AID 1347120;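 also: potency is read from the fitted curve at half-maximal effect; plate controls were DMSO vehicle for no effect and reference control for full effect; nearly all actives have a fitted effect of over 55% in size; some results filed as inactive show a strong effect at the top dose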
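Read-out: OD at 600 nm after 24hr at 30C, reporting rescue of FUS-induced yeast toxicity. Cells at OD 0.005 in galactose (2%) minimal medium; compounds tested in a dilution series; CP55940 titration from 92uM final as control.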
Active calls of the source: *; i = inactive; ? = inconclusive; . = no result given; & = joins results of further samples; [ ] = dose if it differs, or a comment. Unless noted, calls follow the shape of the dose curve; as a rule, active = well fitted curve in the direction sought with a large enough effect; inconclusive = small, poorly fitted or top-dose-only effect, or another doubt; inactive = no such curve, though single readings can be large; an effect the other way counts as inactive or inconclusive.

mol | Abeta rescue | Akt phos inh | GLP1R inv ag | TDP-43 yeast inh | GLP1R ag | PTHR1 ag | aSyn yeast inh | DRD3 antagonist | FUS suppressor
CCC1CCCCN1C(=O)CSc1nc2c([nH]c3ccccc32)c(=O)n1-c1cccc(OC)c1 (stereo unspecified) | 3% | . | -71% | ? | -2% | -22% | 1% | . | 45%
O=C(N/N=C/c1cccnc1)c1cc(Br)ccc1O | 3% | i | 15% | 2% | -1% | i | 1% | 2 | -8%
CCCOc1ccc(CNC(=O)c2[nH]c3cc(OC)ccc3c2Sc2ccccc2)cc1 | -16% | . | 1% | 14% | . | 0% | . | . | -26%
CCN(CC)S(=O)(=O)c1cc(NC(=O)c2cc(-c3ccccn3)nc3ccccc23)ccc1C | 7% | i | ? | 18% | 9% | -18% | 1% | 39 | ?
CC1Cc2ccccc2N1C(=O)CSc1nc(-c2ccccc2)cs1 (stereo unspecified) | 3% | i | ? | -1% | 22% | -18% | -13% | 1 | 6%
Cc1coc2cc3oc(=O)c(CCC(=O)NCc4ccccc4Cl)c(C)c3cc12 | -28% | . | 4% | -9% | . | i | . | . | -9%
CNC(=O)c1ccsc1NC(=O)C1CCN(S(=O)(=O)c2ccc(Cl)s2)CC1 | -32% | i | ? | 12% | 11% | i | 1% | 2 | 20%
CC1(C(=O)Nc2cnc3ccccc3c2)CCN1C(=O)CC(c1ccccc1)c1ccccc1 (stereo unspecified) | -2% | i | 12% | 18µM* | -6% | -12% | 1% | 2 | ?
CSCCC(NC(=O)c1ccccc1Cl)C(=O)NCC(c1ccco1)N1CCCCC1 (stereo unspecified) | 4% | i | -12% | 1% | 4% | i | 2% | 8 | 4%
Cc1ccc(C2=NS(=O)(=O)N(C)C(C(=O)N3CCCCC3)=C2)cc1 | 6% | i | -29% | 6% | -3% | i | 4% | -27 | 0%
COc1ccc(C2=C(O)C(C)N(c3ccccc3)C2=N)cc1OC (stereo unspecified) | 3% | i | 1% | -16% | -1% | i | -1% | -13 | 10%
O=C(NCC(=O)N(c1ccccc1F)C(C(=O)NCC1CCCO1)c1ccccc1)c1ccco1 (stereo unspecified) | 0% | i | -12% | 0% | -8% | -33%[inhibitor] | 1% | 1 | 5%
Nc1ccn([C@H]2C[C@H](O)[C@@H](CO)O2)c(=O)n1 | -3%&-4% | i | 4%&0% | 0%&1% | -1%&-3% | -5%&-1% | 0%&7% | 39&18 | -41%&-47%
CCOC(=O)/C=C1\SCC(=O)N1CC(=O)Nc1ccc2c(c1)CCC2 | 19% | i | -13% | -3% | 5% | -29%[57.5 µM] | -8% | 4 | 7%
COc1ccc(CN(C(=S)Nc2ccccc2)C2CC(=O)N(c3ccc(F)cc3)C2=O)cc1 (stereo unspecified) | 29% | i | ? | 22% | -27% | i | 2% | -13 | 5%
COc1ccc(/C(C)=N/NC(=O)CNC(=O)/C=C\c2ccco2)cc1 | -5% | i | 8% | 3% | 4% | i | 11% | -1 | 14%
CC1CCC2(CC1)NC(=O)N(NC(=O)c1cccc(N(C)C)c1)C2=O (stereo unspecified) | 6% | i | ? | 1% | -4% | -26% | 10%[1.84 µM] | 3 | 15%
Cc1cc(C)c(-c2csc(NC(=O)CCCc3nc4ccccc4c(=O)[nH]3)n2)c(C)c1 | 8% | i | ? | -2% | 7% | -29% | 2% | 2 | ?
Cc1[nH]c2ccccc2c1C(=O)COC(=O)Cn1cnc2ccccc21 | -3% | i | -10% | ? | 1% | i | -1% | 10 | 3%
COc1cc(C(c2sc3nc(C)nn3c2O)N2CCc3ccccc3C2)cc(OC)c1OC (stereo unspecified) | 11% | i | 5% | ? | 7% | -28% | 2% | 0 | 3%
O=C(NCCCN1CCc2ccccc2C1)Nc1ccc(Cl)cc1 | -8% | . | -4% | -25% | -3% | ? | -1% | -92* | ?
CCCc1nc2ccccc2c(=O)n1NC(=O)c1c(O)c2ccccc2[nH]c1=O | -12% | i | 0% | -38%[inhibitor] | -8% | -18% | 1% | 7 | 20%
COc1cccc(N/C=C(\C#N)c2ccc(OCCCF)cc2)c1 | 1% | i | 0% | 4% | 12% | -47%[inhibitor] | -8% | 28 | 41%
CC(=O)N1CCN(C(=O)C2(NC(=O)Nc3ccccc3Cl)CCCCC2)CC1 | 3% | i | 11% | 2% | 3% | i | 3% | 10 | 4%
CC1(Cc2ccc(OC(F)(F)F)cc2)C(=O)Nc2ccc(S(=O)(=O)NC3CCCCC3)cc21 (stereo unspecified) | -2% | i | ? | 17% | -7% | -31%[inhibitor] | -2% | 17 | 23%
CN(C)c1cc(-c2ccc([N+](=O)[O-])cc2)oc(=O)c1Cl | 6% | i | 1% | ? | 1% | i | 0% | 20 | 14%
CN1C(=O)C(C)(C)c2cc(S(=O)(=O)N3CCC(C(=O)NCc4ccccc4Cl)CC3)ccc21 | 4% | i | 14% | 21% | 1% | -39%[inhibitor] | 8% | 18 | 14%
CC1=CC(C)(C)N(S(=O)(=O)c2ccc(C)cc2)c2ccccc21 | -13% | i | ? | -38%[inhibitor] | 8% | -31%[inhibitor] | ? | -26 | 16%
CC1CCN(S(=O)(=O)N2CCC(C(=O)NCCN3CCOCC3)CC2)CC1 | 4% | i | -1% | -12% | -2% | i | 9% | 24 | -8%
COc1ccc(C(=O)N(c2ccc(OC)cc2)S(=O)(=O)c2ccc3c(c2)n(C)c(=O)n3C)cc1 | 17% | . | 13% | 9% | . | i | . | . | -1%
CCc1ccc2oc(-c3ccc(OC)cc3)cc(=Nc3c(C)n(C)n(-c4ccccc4)c3=O)c2c1 | ? | i | 10µM* | ? | -4% | -95%[inhibitor] | -3% | 8 | -16%
O=C(NCc1ccc(Cl)cc1)c1cc2cccc3c2n1CCS3 | 0% | . | ? | 8% | . | i | . | . | 17%
COc1cc(NS(=O)(=O)c2ccc(NC(=S)NC(=O)C(C)(C)C)cc2)nc(OC)n1 | -36%[inhibitor] | i | 10% | -11% | -1% | ? | -1% | -3 | 15%
COc1ccc(O)c(C(=O)c2coc(=N)c(C(=O)Nc3ccc(SC(F)F)cc3)c2)c1 | -6% | i | ? | -1% | 1% | -29% | 2% | 17 | ?
CCOc1ncccc1C(=O)OC(C)C(=O)NC(=O)NC1CCCCC1 (stereo unspecified) | 9% | i | 4% | 24% | 16% | i | 1% | -9 | 5%
Cc1ccc(N(CC(=O)NCc2ccco2)S(=O)(=O)c2ccccc2)cc1 | 16% | i | 0% | 19% | -2% | -7% | 2% | -8 | 27%
CCCCC(CC)C(=O)N1CCN(C(=O)c2ccco2)CC1 (stereo unspecified) | -5% | i | 5% | -7% | 10% | -14% | -2% | -8 | -23%
COc1cccc(C(O)c2nc(-c3ccc4ccccc4c3)cs2)c1 (stereo unspecified) | 25% | . | ? | 22µM* | 30% | -35%[inhibitor] | ? | -26 | ?
O=C(O)c1ccc(N2C(=O)Nc3ccccc3N2O)cc1 | 10% | i | ? | -9% | -2% | -22% | 10% | -9 | -23%
Cc1c(Cl)cccc1NC(=S)NCc1ccco1 | ? | i | -20% | 21% | 1% | i | 1% | 2 | 12%
COc1cccc(C(=O)NCc2nnc(SCC(=O)Nc3nccs3)n2-c2ccccc2)c1 | 4% | i | 6% | 6% | 1% | i | 0% | 14 | 10%
COC(=O)c1scc(-c2ccc(C)cc2)c1S(=O)(=O)Nc1cccc(C(F)(F)F)c1 | -20% | . | ? | -6% | . | i | . | . | -16%
CCC(Sc1nc2c(sc3ccccc32)c(=O)n1CCCC(=O)NC1CCCC1)C(=O)Nc1cccc(OC)c1 (stereo unspecified) | -9% | . | 3% | -20% | . | i | . | . | 3%
CC1(c2cccc(Br)c2)NC(=O)N(CC(=O)Nc2cccnc2Cl)C1=O (stereo unspecified) | 10% | i | 0% | 5% | -14% | -12% | 4% | 1 | .
CCOc1ccccc1N1CC(c2nc3ccccc3n2CCOc2ccc(C(C)(C)C)cc2)CC1=O (stereo unspecified) | 14% | . | -21% | 17% | . | -4% | . | . | -17%
O=C(OCC(=O)N1CCCc2ccccc21)c1cccc(S(=O)(=O)N2CCOCC2)c1 | -1% | i | -4% | 3% | -3% | -4% | 4% | 27 | 8%
O=C1C2C3C=CC(C3)C2C(=O)N1CCC(=O)N1CCc2ccccc21 (stereo unspecified) | 3% | i | 0% | -9% | -8% | -33%[57.5 µM] | 7% | 8 | 10%
COc1cc(NC(=O)c2cc3ccccc3o2)c(OC)cc1Br | 11% | . | 4% | -15% | -38% | -5%[57.5 µM] | -1% | -22 | 14%
CC(=O)NC(=S)Nc1ccc(NC(=O)COc2ccc(Cl)cc2)cc1 | -6% | i | -15% | 12% | 11% | -39%[inhibitor] | -2% | -25 | 4%
C=CCOC(=O)C1=C(C)NC(SCC(=O)Nc2nccs2)=C(C#N)C1c1ccc(Cl)cc1 (stereo unspecified) | -24% | i | ? | -8% | -1% | -20% | -3% | 15 | 38%
O=C(CSc1ccc(F)cc1)Nc1ccc2c(c1)C(=O)NC2=O | -9% | i | 6% | 6% | 6% | i | -9% | ? | -6%
Cc1nnc(SCc2c(Cl)cccc2[N+](=O)[O-])s1 | 4% | i | 13% | -3% | 7% | i | -4% | -23 | 11%
CCc1cccc(CC)c1N1C(=O)CC(Sc2ccccc2N)C1=O (stereo unspecified) | 8% | i | -12% | 25% | -4% | i | 2% | -1 | -25%
CCOCCCn1c(=N)c(C(=O)NCC2CCCO2)cc2c(=O)n3cc(C)ccc3nc21 (stereo unspecified) | -11% | . | 11% | -7% | 2% | -20% | . | . | 6%

2 compounds from above, limited to Akt phos inh and aSyn yeast inh:
| canonical_smiles | Akt phos inh | aSyn yeast inh |
| --- | --- | --- |
| O=C(CSc1ccc(F)cc1)Nc1ccc2c(c1)C(=O)NC2=O | i | -9% |
| CC1(c2cccc(Br)c2)NC(=O)N(CC(=O)Nc2cccnc2Cl)C1=O (stereo unspecified) | i | 4% |

The list is partial; the hit share may differ from the screen's.
